Ins promoter up: MIN6 insulin promoter up-regulation; MIN6 insulin promoter-GFP reporter, high-content imaging; active compounds read high; z-score at 5 µM; actives 0.3% (n = 190,000); AID 1625;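 active = z-score above 3 at 5 µM with at least 500 cells counted in the well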
MT stabilize HCS: microtubule stabilizers in HeLa cells | actives 0.83% (n = 200,000) | HeLa tubulin immunostaining HCS, 24 h; share of cells brighter than vehicle mean+2SD | % tubulin-high responders, % at 10 µM;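 active = plate Z-score above 3 for both tubulin-high and condensed-nucleus cell shares, with cell loss under 80%, at 10 µM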;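 note: anti alpha tubulin signal scored within the nucleus-defined area of each cell; some results filed as inactive read as strong as hits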
Autophagy mod: alters autophagy in cells; actives 0.98% (n = 190,000); calls only at 10 µM (by protocol); AID 463193; MEF GFP-LC3 puncta imaging; test concentration mostly 10 µM;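 active = percentage of spot-positive cells more than 3 SD above its plate mean, without a fluorescence outlier flag or 80% toxicity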;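 note: spot-positive cell cutoff set from DMSO-treated cells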
M1AAP inhibition: malaria alanyl aminopeptidase activity blockers – biochemical, fluorogenic H-Leu-NHMec substrate, 1536-well (AID 1445); recombinant M1AAP, H-Leu-NHMec fluorogenic kinetic assay; higher % means a stronger effect; one-dose inhibition, % at 30 µM; IC50 in µM for titrated hits; actives 0.42% (n = 220,000);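 active = primary inhibition above the hit cutoff, then over 50% inhibition at one or more dose response concentrations, cut at about 23% in these data, passing the limit was not always enough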;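 note: plate controls were DMSO full reaction for no effect and no enzyme background for full effect; strong numbers were not always called active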
Dynein transport: blocks dynein driven cargo transport along microtubules | 3617.4 mouse cells, GR-EGFP nuclear translocation imaging; test concentration mostly 20 µM; stimulated with dexamethasone, 1 µM; active compounds read low | AID 1381 | z-score, hits read low | actives 0.47% (n = 220,000);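 active = plate z-score of nuclear minus cytoplasmic receptor signal below a set negative limit, without overly bright fluorescence or cell loss, cut at about -3.5 in these data, passing the limit was not always enough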;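 note: z-score of nuclear minus cytoplasmic ring GR-EGFP intensity difference per well; some compounds called inactive have numbers as strong as hits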
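Also added – dexamethasone, 1.0 µM final · Buffer or medium – tet-free, stripped-serum medium · Schedule – induction 48 h, compound 1 h, agonist 30 min · Detection – formaldehyde fixation, Hoechst nuclear stain, 10x automated fluorescence imaging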
b-catenin transl: beta-catenin nuclear translocation modulation. HeLa beta-catenin nuclear translocation, immunofluorescence imaging. nuclear translocation activity, % at 5 µM. actives 0.3% (n = 190,000). AID 1665;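 active = nuclear translocation activity above 50% at 5 µM, with a well cell count of 50 or more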;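 note: per-cell ratio of nuclear to cytoplasmic median beta-catenin stain intensity; plate controls were DMSO negative control for no effect and GSK-3 inhibitor IX positive control for full effect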
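Test system: human HeLa cell line; Doses: 5 µM primary, 0.02–20 µM confirmation; Incubation: 24 h compound exposure, 37°C; Detection: beta-catenin immunofluorescence imaging with DAPI; Read-out: beta-catenin nuclear/cytoplasmic ratio, % activation.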
CSM14.1 death rescue: rescue of cells from ER stress-induced death, primary screen, 384-well, CSM14.1, thapsigargin, ATP luminescence (AID 1222); CSM14.1 thapsigargin-induced death rescue, ATP luminescence; higher % means a stronger effect; 190,000 tested, under 10 active; one-dose cellular ATP content (survival), % at 20 µM; EC50 in µM for titrated hits;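 active = EC50 below 50 µM in the dose-response confirmation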;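 note: death triggered by thapsigargin at about 15 µM added after 2 h compound pretreatment; cell ATP read after overnight thapsigargin exposure of roughly 18 to 22 hours; normalized against plate controls of thapsigargin alone and 5% DMSO vehicle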
M17LAP inhibition: P. falciparum M17LAP inhibitors, primary screen, biochemical, fluorogenic H-Leu-NHMec substrate, 1536-well (AID 1619); recombinant M17LAP, H-Leu-NHMec fluorogenic kinetic assay; higher % means a stronger effect; inhibition, % at 30 µM; hits with a dose series show IC50 in µM; actives 0.38% (n = 220,000);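 active = compound inhibiting the enzyme by more than half at any dose during confirmatory dose-response retesting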;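 note: plate controls were full reaction with DMSO carrier for no effect and no enzyme background for full effect; strong numbers were not always called active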
UTI89 phage lysis: protection from phage-mediated lysis, alamar blue read-out – E. coli UTI89, K1F phage, bacterial capsule biogenesis inhibitors (AID 488966) | E. coli UTI89 K1F phage lysis, alamar blue, 2 h; higher % means a stronger effect | one-dose inhibition, % at 100 µM; IC50 in µM for titrated hits | actives 0.02% (n = 340,000);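 active = phage lysis inhibition, versus mean bacterial control, above a set limit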;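 note: capsule biogenesis inhibitors block K1F phage lysis so surviving cells raise fluorescence; higher fluorescence means more inhibition of phage lysis; actives were called in the ten point dose series up to 300 µM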
Dynein transport cytoplasmic EGFP: second read-out of Dynein transport, no call of its own (marks repeat the call); z-score; measured here: cytoplasmic GR-EGFP intensity; active compounds read high
Dynein transport nuclear GR-EGFP: also measured in Dynein transport; calls as there; z-score; measured here: nuclear GR-EGFP intensity;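 lower value marks the stronger effect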
Dynein transport cell count: also measured in Dynein transport; calls as there; z-score; measured here: cell count per field
Ins promoter up cell count: further read-out of Ins promoter up, marked with its call; cell count; measured here: cytotoxicity, nuclei count;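 total cells summed across four imaged fields per well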
b-catenin transl cell count 5 µM: second read-out of b-catenin transl, no call of its own (marks repeat the call); cell count; measured here: cell count, cytotoxicity flag
MT stabilize HCS Hoechst-high %: recorded beside MT stabilize HCS, whose call it bears; % Hoechst-high responders; measured here: nuclear condensation Hoechst responders;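 share of cells brighter than vehicle mean plus two SD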
MT stabilize HCS cytotoxicity %: also measured in MT stabilize HCS; calls as there; toxicity, %; measured here: cytotoxicity by cell density;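 0% = mean cell density of plate MIN control wells and 100% = no cells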
Autophagy mod cell loss 18 h: recorded beside Autophagy mod, whose call it bears; toxicity, %; measured here: cell loss, nuclei count;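 cell loss after 18 h compound exposure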
Numbers without * were called inactive; i = inactive; · = no result given; [ ] = another dose, or the depositor's remark.

SMILES	Ins promoter up	Ins promoter up cell count	MT stabilize HCS	MT stabilize HCS Hoechst-high %	MT stabilize HCS cytotoxicity %	Autophagy mod	Autophagy mod cell loss 18 h	M1AAP inhibition	Dynein transport	Dynein transport cytoplasmic EGFP	Dynein transport nuclear GR-EGFP	Dynein transport cell count	b-catenin transl	b-catenin transl cell count 5 µM	CSM14.1 death rescue	M17LAP inhibition	UTI89 phage lysis
O=C(Cn1c(=O)sc2ccccc21)Nc1ccc2c(c1)OCCO2	-0.45	1320	5.4	3.2	12	i	0	-2%	0.05	-0.0077	0.23	0.26	-5.6	909	0.9%	23%	0.7%
O=C(NC(=S)Nc1nc(-c2cccc([N+](=O)[O-])c2)cs1)c1ccccc1Cl	-0.2	1198	3.9	2.6	1.0	i	6	6%	-0.79	-0.35	-0.35	0.45	-1.3	1129	-2.3%	-9%	·
Cc1ccc(OCC(=O)Nc2ccc(N3CCOCC3)cc2)cc1	-0.53	1157	4.5	2.8	3.8	i	-5	-3%	-0.46	-0.11	-0.0048	0.46	-3.6	1032	3.2%	13%	1.2%
CC(C)C(c1nnnn1C1CCCCC1)N1CCc2ccccc2C1 (stereo unspecified)	0.45	969	3.7	1.3	8.8	i	-16	1%	-0.58	-0.17	-0.48	-0.3	0.3	809	-3.0%	0%	2.2%
CC(O)CNCCOc1ccccc1-c1ccccc1 (stereo unspecified)	0.25	1522	1.8	1.6	3.7	i	32	-3%	-0.7	-0.18	-0.22	0.64	1.7	949	-2.5%	0%	0.3%
CNC(=O)NC(=O)COC(=O)c1n[nH]c2ccccc12	0.03	1449	·	·	·	·	·	7%	0.29	-0.23	0.17	0.084	-1.1	1164	·	-5%	-0.2%
CC(=O)c1ccc(NC(=O)Cn2nc(C)c([N+](=O)[O-])c2C)cc1	-0.1	1253	5.5	2.4	5.2	i	31	-1%	-1.1	-0.32	-0.19	1.8	-1.3	1077	-1.1%	2%	0.4%
COCCCNC(=O)c1ccc2c(=O)n(C3CCCC3)c(=S)[nH]c2c1	0.54	1447	5.2	2.8	8.5	i	3	0%	-1.9	-0.23	-0.8	0.38	0.5	1475	-2.3%	1%	0.3%
CCC(/C=N/NC(=O)C(N)=O)CC	-0.39	1278	4.2	3.6	1.1	i	1	-1%	-0.56	-0.052	-0.49	0.072	2.7	523	-0.6%	9%	0.1%
O=C1ON=C(c2cccc([N+](=O)[O-])c2)/C1=C/c1ccc(O)cc1	0.44	1021	3.5	2.5	8.8	i	1	5%	-1.5	0.38	-0.5	-0.059	-0.9	1072	·	31%	-1.1%
CC(C)CC1NC(=O)N(CC(=O)N2CCN(S(=O)(=O)c3ccc(Cl)cc3)CC2)C1=O (stereo unspecified)	·	·	3.4	3.0	19	i	-3	-3%	0.9	-0.23	0.83	0.82	·	·	·	-6%	1.3%
CC[C@@H]1C=C(C)C[C@H](C)C[C@H](OC)[C@H]2O[C@@](O)(C(=O)C(=O)N3CCCC[C@H]3C(=O)O[C@H](/C(C)=C/[C@@H]3CC[C@@H](O)[C@H](OC)C3)[C@H](C)[C@@H](O)CC1=O)[C@H](C)C[C@@H]2OC	0.2	1100	5.2	3.4	3.3	i	32	8%	-0.39	-0.26	0.45	0.37	0.6	527	-0.4%	21%	·
CCC1Oc2ccc(C)cc2N(CC(=O)NCc2cc(OC)ccc2OC)C1=O (stereo unspecified)	0.13	1154	4.0	1.9	8.3	i	7	-1%	-0.32	-0.19	0.12	0.6	-0.9	1006	·	-2%	1.8%
O=C(CSc1ccccn1)N1CCN(c2ccccc2)CC1	-0.55	1839	3.8	2.2	5.5	i	-1	7%	-0.15	-0.25	-0.26	0.68	-4.4	1139	-1.4%	8%	0.0%
S=C(Nc1ccc2c(c1)OCO2)NC1CCN(Cc2ccccc2)CC1	-0.16	837	3.1	2.1	4.6	i	7	-1%	-0.51	-0.18	-0.06	1.9	·	·	-1.1%	7%	4.2%
C[C@]12CCC(=O)C=C1CC[C@@H]1[C@@H]2C(=O)C[C@@]2(C)[C@H]1CC[C@]2(O)C(=O)CO	·	·	2.6	2.3	2.5	i	7	2%	-0.28	-0.079	0.38	-0.055	·	·	-1.3%	-2%	3.6%
COc1ccccc1NS(=O)(=O)c1cccc(NC(=O)c2cc3ccccc3oc2=O)c1	0.98	1487	2.3	1.6	6.1	i	16	10%	-0.75	0.4	-0.048	0.52	0.9	1588	-0.8%	12%	0.4%
O=c1c2ccccc2nc(SCc2ccncc2)n1CC1CCCO1 (stereo unspecified)	-0.44	1321	1.8	1.4	5.6	i	0	13%	0.88	-0.38	0.46	0.67	1.4	1155	-11%	1%	-0.2%
N#C/C(=C\c1cccnc1)C(=O)Nc1ccc(C(=O)O)cc1	-0.93	1239	2.9	2.0	4.4	i	-2	5%	-0.91	-0.36	-0.89	1.6	0.2	1050	-0.7%	28%	0.2%
Cc1cc(=O)c2cc(Cl)ccc2[nH]1	0.22	1472	5.3	2.9	7.8	i	20	12%	-0.089	0.26	0.48	-1.2	0.8	1268	0.9%	10%	-6.5%
Cc1noc2ncnc(Sc3c(Cl)cccc3Cl)c12	0.12	868	1.9	2.2	7.2	i	-5	11%	-0.79	-0.26	-0.24	1.3	·	·	-1.1%	-5%	0.5%
CC(C)c1ccc(/C=N/N2CCCCC2)cc1	0.25	1154	4.6	2.6	7.2	i	2	2%	-0.18	-0.3	0.077	0.3	-1.5	1116	-1.4%	-7%	i
O=C(O)CCCN1C(=O)C2C3CC(C2C1=O)C1C(c2ccccc2)c2sc(=O)[nH]c2SC31 (stereo unspecified)	·	·	1.4	1.7	5.2	i	3	6%	-0.25	-0.1	-0.19	0.77	0.4	1045	-0.7%	11%	0.0%
NC1=NC(c2cccc(O)c2)n2c(nc3ccccc32)N1 (stereo unspecified)	0.39	1242	2.3	1.4	13	i	-1	10%	-0.016	-0.1	0.19	0.6	-4.1	1133	-1.6%	0%	1.8%
CCN1CCN(c2ccc(NC(=O)CCc3c(C)nc4c(-c5ccccc5)c(C)nn4c3C)cc2)CC1	0.27	1075	1.8	3.1	1.1	·	·	9%	-1.2	-0.21	-0.58	0.86	1.4	1183	-1.9%	-1%	0.1%
O=S(=O)(N/N=C/c1cccc(OC2CSC2)c1)c1ccccc1	0.37	1186	1.9	1.3	0.5	i	-9	8%	-0.13	-0.11	0.11	0.28	·	·	-3.4%	9%	-0.1%
O=P(c1ccccc1)(c1ccccc1)C(O)c1ccccn1 (stereo unspecified)	-0.06	1069	·	·	·	·	·	4%	-0.11	-0.23	-0.046	0.65	-0.8	1311	·	17%	·
N#Cc1ccc(N/N=C/c2ccccc2)c([N+](=O)[O-])c1	0.1	1577	2.6	2.0	8.5	i	0	0%	-0.42	-0.13	0.035	0.13	-4.9	1097	0.8%	5%	0.2%
Cc1c(C(=O)Nc2ccc(N3CCOCC3)cc2)oc2ccccc12	0.73	1307	1.6	1.1	2.9	i	3	3%	0.51	-0.17	-0.047	-0.25	-2.5	848	0.9%	4%	0.3%
COc1ccc(C(=O)NCCSc2ccc(C)cc2)cc1	0.01	1301	4.6	1.5	5.6	i	14	-2%	-0.23	-0.28	-0.36	0.086	-3.7	550	2.8%	0%	1.1%[50 µM]
Cc1ccc(NC(=O)Cn2cc3c(n2)CCC(C)C3)cc1 (stereo unspecified)	·	·	3.5	1.6	5.0	i	-12	1%	0.42	-0.21	0.41	0.58	0.9	1107	·	-7%	5.2%
COc1ccccc1NC(=O)C(=O)NCC1COc2ccccc2O1 (stereo unspecified)	-0.08	1879	2.9	1.3	4.2	i	7	1%	-0.9	-0.19	-0.56	-0.12	0.2	989	0.7%	11%	2.0%
CC(NC(=O)C(Cc1ccccc1)n1cccc1)c1ccccc1 (stereo unspecified)	0.44	1009	·	·	·	·	·	1%	0.65	-0.27	0.74	0.039	0.3	1237	·	0%	0.2%
O=C(NC1CCCCC1)OCCN1CCN(Cc2ccccc2)CCC1=O	-0.63	1229	2.6	2.0	3.3	i	11	2%	0.79	-0.23	0.69	0.33	·	·	-1.7%	-3%	·
Cc1ccn2cc(-c3ccc(NC(=O)c4ccco4)cc3)nc2c1	0	1390	6.5	1.4	0.4	i	10	7%	1.1	-0.03	0.71	0.4	1.2	998	-2.9%	-1%	0.6%[50 µM]
Cc1ccccc1C(=O)NC(C(=O)Nc1nc2c(s1)CCCC2)C(C)C (stereo unspecified)	0.04	1325	2.2	1.0	14	i	10	-1%	-0.48	-0.22	-0.061	0.31	0.0	1123	-2.0%	-2%	1.8%[50 µM]

Compound activity as filed in PubChem BioAssay.
